Screening data (PubChem BioAssay)
Rin1-Abl PPI inh: human Rin1-Abl interaction inhibition; TR-FRET Rin1/Abl binding, biochemical; 360,000 tested, 0.4% active; P00519+Q13671; inhibition, % at 7.35 µM; AID 588664; in the data active = inhibition above about 5%, passing the limit was not always enough
NRP1-CendR mod: NRP-1/CendR interaction modulation; FAM-RPARPAR peptide binding to NRP-1, fluorescence polarization; inhibition, % at 25 µM; 360,000 tested, 0.85% active; AID 602438;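 active = inhibition or corrected inhibition above about 18%, plus a signal ratio from 0.5 to 1.5, limit read from the data, passing the limit was not always enough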; note: strong numbers were not always called active
MT1-MMP act inh: blocks activation of human MT1-MMP; P50281; 360,000 tested, 0.061% active; HT1080 RFP-PRO-GFP cells, GFP/RFP ratio fluorescence, overnight; percent of plate control window, DMSO zero; AID 651647; GFP/RFP ratio change, % at 20 µM;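 active = GFP/RFP ratio change of at least 30% with cell ATP level not reduced by more than half and red fluorescence within 50% of control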; note: strong numbers were not always called active
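Assay system – RFP-PRO-GFP reporter HT1080 cells · Compound dosing – single dose of 20 µM compound, 1% DMSO final · Incubation – overnight compound exposure at 37 °C · Measure – GFP/RFP fluorescence ratio · Benchmarks – DMSO wells and RFP-L50D-GFP cells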
Neddylation inh: cullin neddylation inhibition; P61081+Q13564; TR-FRET cullin neddylation, biochemical; calls only at 25 µM; 360,000 tested, 0.58% active; in the data active = inhibition above about 36%
SKN-1 block: C. elegans SKN-1 inhibition; C. elegans VP596 Pgst-4::GFP/RFP ratio, acrylamide-induced, 24 h; inhibition, % at 21.8 µM; 360,000 tested, 0.49% active;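 active = interference check ratio from 0.5 to 1.5 plus GFP to RFP signal ratio inhibition reaching or exceeding a fixed threshold, cut at about 30% in these data, passing the limit was not always enough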; note: some compounds called inactive have numbers as strong as hits
MsrA inhibitor: bovine MsrA inhibition. purified bovine MsrA, absorbance read-out. inhibition, % at 15.5 µM. 360,000 tested, 0.75% active; in the data active = inhibition above about 4.5%;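 note: 0% = vehicle wells with enzyme and 100% = reference inhibitor wells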
MsrA act: bovine methionine sulfoxide reductase A activation | activation, % at 10.6 µM | purified bovine MsrA, absorbance read-out | 360,000 tested, 0.3% active | AID 602163; in the data active = activation above about 7.5%;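 note: 0% = vehicle and 100% = reference activator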
eLon inh: inhibitors of E. coli Lon protease | P0A9M0 | purified E. coli Lon protease, fluorescence polarization | inhibition, % at 7.94 µM | 360,000 tested, 0.42% active | AID 602123; in the data active = inhibition above about 13%, passing the limit was not always enough;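 note: 0% = enzyme with probe and DMSO and 100% = no enzyme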
FAS TE block: FAS thioesterase (human) inhibition; P49327; recombinant FAS-TE, OMFH fluorogenic substrate, fluorescence endpoint; inhibition, % at 15 µM; 360,000 tested, 0.67% active; AID 602261;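 active = compounds whose normalised, plate-corrected inhibition of enzyme fluorescence in the single-dose primary screen is 50% or more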;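 note: 0% = DMSO with enzyme and 100% = substrate without enzyme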
* marks the source's active call; other numbers are inactive results; i = inactive; x = not tested or not shown. Rows are unselected. Share with any hit: about 4.2%.

The opening 6 records (preview)
SMILES	Rin1-Abl PPI inh	NRP1-CendR mod	MT1-MMP act inh	Neddylation inh	SKN-1 block	MsrA inhibitor	MsrA act	eLon inh	FAS TE block
COc1ccc(NC(=O)C2CC2)cc1S(=O)(=O)N1CCOCC1	1	0	-2	i	2	-0.6	-3	-5	-5
COc1ccccc1CNC(=O)CN1C(=O)COc2ccc(S(=O)(=O)NC3CCCC3)cc21	-1	0	0	i	-4	-1.1	-5	10	-4
CN(C)C(CNC(=O)c1cccc(S(=O)(=O)N2CCN(c3ccccc3)CC2)c1)c1ccccc1 (configuration not stated)	2	5	-3	i	10	-1.3	-1	1	9
Cc1c(CN2CCC(CO)(Cc3cccc(C(F)(F)F)c3)CC2)c2ccccc2n1C	3	2	-4	i	10	-0.6	-1	-1	27
CCc1ccc(OC(=O)c2cncc(Br)c2)cc1	-3	-9	-2	i	10	-0.2	-1	-6	17
CSc1ccc(Cl)c(C(=O)OCC(=O)N2CCN(c3ccccc3)CC2)c1	-2	5	-1	i	0	-0.3	-3	8	30

This part in full (from the top)
SMILES	Rin1-Abl PPI inh	NRP1-CendR mod	MT1-MMP act inh	Neddylation inh	SKN-1 block	MsrA inhibitor	MsrA act	eLon inh	FAS TE block
COc1ccc(NC(=O)C2CC2)cc1S(=O)(=O)N1CCOCC1	1	0	-2	i	2	-0.6	-3	-5	-5
COc1ccccc1CNC(=O)CN1C(=O)COc2ccc(S(=O)(=O)NC3CCCC3)cc21	-1	0	0	i	-4	-1.1	-5	10	-4
CN(C)C(CNC(=O)c1cccc(S(=O)(=O)N2CCN(c3ccccc3)CC2)c1)c1ccccc1 (configuration not stated)	2	5	-3	i	10	-1.3	-1	1	9
Cc1c(CN2CCC(CO)(Cc3cccc(C(F)(F)F)c3)CC2)c2ccccc2n1C	3	2	-4	i	10	-0.6	-1	-1	27
CCc1ccc(OC(=O)c2cncc(Br)c2)cc1	-3	-9	-2	i	10	-0.2	-1	-6	17
CSc1ccc(Cl)c(C(=O)OCC(=O)N2CCN(c3ccccc3)CC2)c1	-2	5	-1	i	0	-0.3	-3	8	30
Cc1csc2c(N3CCN(C(=O)NC(C)(C)C)CC3)ncnc12	0	5	16	i	-1	0.8	-12	-3	-4
CC(=O)N/C(=C\c1ccccc1)C(=O)OCC(=O)Nc1cc(S(=O)(=O)N(C)C)ccc1C	0	-24	-5	i	-3	-0.5	-1	-33	-6
O=S(=O)(c1cc(Cl)ccc1Cl)N1CC2CCCN2c2ccc(C(F)(F)F)cc21 (configuration not stated)	2	3	7	i	-2	0.7	2	3	29
C=CCc1ccc(OCCCCNC2CCCC2)c(OC)c1	3	9	5	i	5	0.4	-2	-5	-3
Cc1ccc(OCCSCc2nc3ccccc3[nH]2)cc1	1	-2	1	i	13	0.5	0	4	6
CCOCCCn1c(=S)[nH]c2cc(C(=O)NCCc3ccc(OC)c(OC)c3)ccc2c1=O	-5	-3	-1	i	5	0.6	0	1	-16
COc1ccc(N(Cc2ccccc2)C(=O)OC(C)(C)C)c(C(=O)N(C)OC)c1	-5	-6	-2	i	5	0.1	0	-10	-10
CCc1ccc2oc(C(=O)N3CCN(c4ccccc4OC)CC3)cc(=O)c2c1	6	3	2	i	15	-0.1	-4	9	5
CCCCCCCCCCOC(=O)C[N+](C)(C)CC1CCCCC1O (configuration not stated)	5	18	-3	i	3	-1.8	-4	6	7
CC(=O)NNC(=O)c1[nH]c2ccc(Br)cc2c1-c1ccccc1	-3	11	-1	i	24	0.7	-2	-5	-1
O=C1CCC(=O)N1CCOP1(=O)COc2ccccc2OC1	1	0	4	i	21	-0.4	-2	-19	-5
O=C(NO)c1cc(OCC(F)(F)F)ccc1OCC(F)(F)F	-1	0	5	i	-2	-0.4	-11	6	-26
CCOc1ccc(C(=O)N[C@H](C(=O)Nc2ccc(S(=O)(=O)Nc3nccs3)cc2)C(C)C)cc1	-1	-5	-1	i	12	-0.8	-2	-17	-5
O=C(O)CCc1cccnc1	2	7	3	i	7	0.7	-7	5	1
Cc1ccccc1C(=O)c1c[nH]c(C(=O)N=CN(C)C)c1	0	-2	-2	i	-12	0.8	-2	-4	-2
O=Cc1c(-[n+]2ccccc2)nc([O-])n1-c1ccccc1	-2	-9	1	i	8	1.4	1	-5	-8
CCN(CC)C1CCN(C(=O)c2ccc(OC3CCN(CCc4ccccc4)CC3)cc2)C1 (configuration not stated)	-1	4	9	i	6	-1.3	1	0	-1
COc1ccc(CCCNC(=O)C2CCC(=O)N(CCCN3CCCC3=O)C2)cc1 (configuration not stated)	4	10	5	i	-6	0.1	-1	-9	-5
Cc1cc(NC(=O)c2ccc(COc3ccc(Cl)c(C)c3)o2)no1	-1	2	-1	i	0	1.0	-3	6	-8

Going on with the list.
SMILES	Rin1-Abl PPI inh	NRP1-CendR mod	MT1-MMP act inh	Neddylation inh	SKN-1 block	MsrA inhibitor	MsrA act	eLon inh	FAS TE block
O=C(CCc1ccccc1)NCc1ccc(F)cc1	-3	17	0	i	12	-0.3	0	-2	0
O=C(NNC(=O)c1cccs1)c1ccc(S(=O)(=O)N2CCCCC2)cc1	1	1	-1	i	-13	0.4	0	3	-12
Cc1ccc(C(=O)Nc2ccc(S(=O)(=O)Nc3ncccn3)cc2)cc1[N+](=O)[O-]	0	-8	-4	i	16	-0.5	0	5	-1
Cc1cccc(C)c1NC(=S)Nc1ccc(F)cc1	7	1	-2	i	-12	0.0	-10	4	-4
CCN(CC)C(=S)Nc1cc(C(=O)OC)ccc1C(=O)OC	-4	-5	0	x	2	0.4	-5	-1	-6
O=C(NCCc1ccccc1)C(=O)NCC1OCCN1S(=O)(=O)c1ccccc1 (configuration not stated)	-1	-7	-3	i	-17	0.8	-2	0	-6
O=C(COc1ccccc1Cl)Nc1ccc(S(=O)(=O)Nc2ccccn2)cc1	0	6	1	i	0	1.5	-2	11	-1
C=CCn1c2ccccc2c(=O)c2cc(C#Cc3ccccn3)ccc21	-2	1	5	x	13	2.1	-3	5	21
CCC1CCCCN1C(=O)CCCc1ccccc1 (configuration not stated)	1	-12	3	i	-7	-1.6	-7	0	0
CCOC(=O)C1=C(C)N=c2s/c(=C\c3ccc(OC(C)=O)cc3)c(=O)n2C1/C=C/c1ccccc1 (configuration not stated)	0	-9	-7	i	-9	-0.6	-3	-17	16
O=C(O)CSCC(=O)Nc1ccc(C(=O)O)cc1	3	3	-1	i	-10	-1.1	-2	-13	-8
COC(=O)Nc1ccc2c(c1)ncn2C1CCCCC1	2	-7	11	i	-14	1.1	-11	1	-15
Fc1ccc(CSc2nnc(Cc3sc(-c4ccccc4)nc3-c3ccccc3)o2)cc1	-3	3	0	i	-11	0.4	-5	9	21
COc1cccc(CNC(=O)c2cc3c(c(-c4cccc(-c5cccc(C#N)c5)c4)n2)[C@H](CCO)N(S(=O)C(C)(C)C)C3)c1 (some centres not stated)	-1	-9	0	i	11	0.4	-4	-10	49
CC(C)C(=O)N1CCC2(CC1)Oc1ccc(Cl)cc1C(=O)C21CC(c2ccccc2)=NO1 (configuration not stated)	-1	20	-13	i	15	-0.5	-3	8	57*
CN1CCN(C(=O)c2cc3nc(-c4ccc(Cl)cc4)cc(C(F)(F)F)n3n2)CC1	2	10	0	i	30	0.9	3	-13	-6
COc1ccc(-c2ccc(-c3cc(=O)oc4cc(OC)c(OC)c(OC)c34)cc2)cc1	3	-1	2	i	-10	-0.4	-13	-10	24
CC(=O)N1CCN(C(C(=O)Nc2c(C)cccc2C)c2cccc(F)c2)CC1 (configuration not stated)	x	3	-5	i	-11	-0.7	x	x	x
CCn1c(NCc2ccccc2Cl)nc2ccccc21	1	7	3	i	0	0.9	0	13	2
CCOC(=O)c1c(C)[nH]c(C)c1C(=O)CSc1nnc(-c2ccco2)n1Cc1ccccc1	-1	7	2	i	11	0.0	-1	-3	0
COc1ccc(/C=N/NC(=S)Nc2ccccc2)cc1COc1cccc(C)c1C	1	-3	1	i	3	-0.7	1	-5	2
C/C=C/C(=O)OCC(=O)Nc1cccc(S(=O)(=O)NC2=NCCCCC2)c1	-4	0	4	i	1	-0.6	-3	-6	-5
CC(=O)OCc1c(COC(C)=O)[n+](=O)c2ccccc2n1[O-]	0	12	0	i	3	1.4	0	3	-4
Cn1c(=O)c2[nH]c(C=Cc3ccc4c(c3)OCO4)nc2n(C)c1=O	-3	-3	-1	i	0	2.7	-3	11	-1
CCC(C)(C)NC(=O)C(c1ccc(C)cc1)N(Cc1ccco1)C(=O)Cn1nnc2ccccc21 (configuration not stated)	-3	-2	-9	i	-15	-0.1	-9	2	-15

The list continues:
SMILES	Rin1-Abl PPI inh	NRP1-CendR mod	MT1-MMP act inh	Neddylation inh	SKN-1 block	MsrA inhibitor	MsrA act	eLon inh	FAS TE block
O=C(O)CCC(=O)N1CCc2cc(S(=O)(=O)N(CCc3ccccc3)Cc3ccccc3)ccc21	4	0	1	i	-6	0.9	-9	-1	6
CCC(CO)NCc1cc(OC)c(OCC(=O)NCCc2ccccc2)cc1Br (configuration not stated)	4	5	0	i	7	0.5	9.0*	1	-9
O=C1C2ON(c3ccccc3)C(c3cccnc3)C2C(=O)N1c1ccc(Cl)c(Cl)c1 (configuration not stated)	-2	-7	8	i	11	1.5	4	7	60*
O=C(N/N=C/c1ccoc1)c1ccccc1Br	1	-2	-1	i	13	0.2	-5	3	-4
Cc1ccnc(N2C(=O)CSC2c2ccc(Cl)cc2)c1 (configuration not stated)	1	9	-3	i	15	0.3	0	0	4
CCCCSCc1nc2nc(Cl)c(Cl)nc2[nH]1	-2	1	1	i	23	4.2	-3	-10	12
CC(=O)Oc1ccc(/C=C2\C=C(c3ccc(C)cc3)OC2=O)cc1	-3	-28	-2	i	13	-0.8	-7	10	-8
Cc1ccc(C)c(OCCC(=O)NNC(=O)c2ccccc2F)c1	4	-6	8	i	-5	-1.0	-4	0	-5
CCc1nc2c(OCc3ccc(OC(F)F)cc3)cccn2c1N(C)C(=O)c1ccco1	-1	-8	-5	i	16	-0.7	1	-1	4
COc1ccc(C(=O)N2C=Cc3ccccc3C2C(N)=O)cc1 (configuration not stated)	2	-9	0	i	-4	2.2	-2	-1	-4
C=C(C)COc1ccc(-c2[nH]ncc2-c2ccccc2)c(O)c1	2	25*	4	i	-8	-0.4	4	-3	-41
C/C(=N\N1CCN(c2ccc(Cl)cc2)CC1)c1ccco1	-2	-2	2	i	3	0.2	-4	2	-12
N#C/C(=C\c1c(N2CCCCC2)nc2ccccn2c1=O)C(=O)NC1CCS(=O)(=O)C1 (configuration not stated)	-7	-6	-8	i	-2	1.4	-3	3	-6
Clc1cccc(Cc2c(-c3ccco3)nc3ccc(Br)cn23)c1	-17	-61	-4	i	-3	1.2	-5	-3	10
CC(NC(=O)COC(=O)COc1ccc(Cl)cc1)c1ccccc1 (configuration not stated)	1	16	-2	i	2	-1.8	-3	-3	-8
COc1ccc([C@H]2[C@@H]3C=CCC[C@@]3(C)C(=O)N2Cc2ccccc2)cc1Cl	-2	19	-6	i	7	0.1	-1	-1	30
CC(C)c1ccc2[nH]c(O)c(N=NC(=O)c3ccc(CSc4nncn4C)cc3)c2c1	5	1	13	i	-3	-0.7	-11	1	-70
O=C(c1cc(-c2ccccc2)on1)N1CCCc2ccccc21	-2	2	0	i	3	-0.5	-1	2	10
CC(C)N1CCN(Cc2cc(F)ccc2-n2cccn2)CC1CCO (configuration not stated)	0	-1	-2	i	-3	1.7	-2	-6	1
O=C(O)C1CC2C3CC(C(=O)O)C(C3)C2C1 (configuration not stated)	-1	12	0	i	17	0.4	-3	4	-5
CC(C)C(OC(=O)c1cccs1)C(=O)NC1CCCCC1 (configuration not stated)	-2	10	-3	i	-11	0.3	-3	-2	-1
COc1cc(Cl)c(NS(=O)(=O)c2c(C(=O)N3CCCC3)c(C)n(C)c2C)c(OC)c1	-1	-5	4	i	11	0.4	2	-8	20
CCOC(=O)CSc1nc2ccc(Nc3nc(N4CCOCC4)nc(N4CCOCC4)n3)cc2s1	-3	-6	5	i	7	-0.4	-3	-3	54*
